CHRM5 PAM = human M5 muscarinic receptor positive allosteric modulators, primary screen, CHO-K1 cells, Fluo-8 calcium fluorescence; Muscarinic acetylcholine receptor M5 (Homo sapiens), P08912; CHO-K1 hM5, ACh EC20 PAM; 0% = ACh EC20, 100% = ACh EC100; activation, % at 3 µM; 360,000 compounds, 0.3% hits; AID 624038, 2012;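 active means activation above the run cutoff, the mean activation of all test compounds plus 3 SD, cut at about 18% in these data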
Target sequence (P08912 whole entry, looked up): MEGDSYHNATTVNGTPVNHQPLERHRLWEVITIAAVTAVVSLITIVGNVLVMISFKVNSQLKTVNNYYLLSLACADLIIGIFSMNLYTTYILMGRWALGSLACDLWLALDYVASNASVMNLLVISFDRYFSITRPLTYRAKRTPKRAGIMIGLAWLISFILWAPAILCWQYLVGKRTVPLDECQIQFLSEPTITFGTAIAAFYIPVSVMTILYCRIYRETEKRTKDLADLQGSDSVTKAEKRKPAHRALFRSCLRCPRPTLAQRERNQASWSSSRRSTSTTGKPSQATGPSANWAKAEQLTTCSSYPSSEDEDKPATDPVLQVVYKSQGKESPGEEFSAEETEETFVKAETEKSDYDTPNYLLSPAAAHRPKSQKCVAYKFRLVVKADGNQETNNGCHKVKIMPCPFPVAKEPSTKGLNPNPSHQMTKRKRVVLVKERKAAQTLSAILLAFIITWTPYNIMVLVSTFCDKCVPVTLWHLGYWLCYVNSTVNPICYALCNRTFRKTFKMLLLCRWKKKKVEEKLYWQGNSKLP
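Assay system – human M5 receptor in CHO-K1 cells · Read-out – % activation, ACh-normalized · Technique – Fluo-8 calcium fluorescence · Dosing – single-point, 3 µM nominal · Incubation – Fluo-8 loading 80 min at 37 °C plus 30 min room temperature · Repeats – singlicate, one well per test compound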
CHRM4 antagonist = human M4 muscarinic receptor antagonists, primary screen, CHO cells, Fluo-8 calcium fluorescence. Muscarinic acetylcholine receptor M4 (Homo sapiens), P08173. CHO-hM4 cells, ACh EC80. inhibition, % at 3 µM. 360,000 compounds, 0.73% hits. AID 624125, 2012;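 active means inhibition above its plate's cutoff, the mean inhibition of sample wells plus 3 SD, cut at about 27% in these data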;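 further: 0% = acetylcholine EC80 with DMSO and 100% = DMSO without agonist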
Target sequence (P08173 whole entry, looked up): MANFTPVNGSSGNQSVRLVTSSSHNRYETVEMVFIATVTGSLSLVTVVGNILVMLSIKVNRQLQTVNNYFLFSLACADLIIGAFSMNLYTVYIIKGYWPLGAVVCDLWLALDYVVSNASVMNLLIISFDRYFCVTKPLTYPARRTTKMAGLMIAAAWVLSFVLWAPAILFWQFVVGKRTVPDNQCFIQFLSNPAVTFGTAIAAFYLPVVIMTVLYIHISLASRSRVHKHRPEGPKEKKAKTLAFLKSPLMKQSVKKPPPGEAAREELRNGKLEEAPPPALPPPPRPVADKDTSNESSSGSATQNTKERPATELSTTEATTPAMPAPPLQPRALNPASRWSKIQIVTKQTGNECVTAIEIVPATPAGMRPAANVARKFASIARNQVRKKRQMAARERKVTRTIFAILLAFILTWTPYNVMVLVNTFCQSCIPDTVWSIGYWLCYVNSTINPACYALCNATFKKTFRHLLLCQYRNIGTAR
M5 antag = human M5 muscarinic receptor antagonists, primary screen, CHO cells, Fluo-8 calcium fluorescence; Muscarinic acetylcholine receptor M5 (Homo sapiens), P08912; CHO-hM5 cells, ACh EC80; 360,000 compounds, 0.59% hits; inhibition, % at 3 µM; AID 624040, 2012;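 active means inhibition above a per-plate cutoff, the mean of that plate's test compounds plus 3 SD, cut at about 27% in these data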;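 further: 0% = acetylcholine EC80 with DMSO and 100% = DMSO without agonist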
CRFR2-BP antag = antagonists of CRF-BP/CRF-R2 complex, primary screen, cell-based, HEK293, calcium dye fluorescence, uHTS; CRF-induced calcium fluorescence; inhibition, % at 11.8 µM; 350,000 compounds, 0.59% hits;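 active means inhibition of the ligand-induced calcium signal above about 50% at the single tested concentration, limit read from the data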
CHRM5 agonist = human M5 muscarinic receptor agonists, primary screen, CHO-K1 cells, Fluo-8 calcium fluorescence | Muscarinic acetylcholine receptor M5 (Homo sapiens), P08912 | CHO-K1 hM5 cells; 0% DMSO wells, 100% maximal acetylcholine response | activation, % at 3 µM | 360,000 compounds, 0.19% hits;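 active means activation above the run's mean over test compounds plus 3 SD, cut at about 23% in these data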;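 further: signal is peak over basal fluorescence ratio across the kinetic read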
IDE inh = human IDE inhibitors in live cells, primary screen, fluorescence polarization, HEK cells, FAbetaB substrate; Insulin-degrading enzyme (Homo sapiens), P14735; inhibition, % at 5.59 µM; FAbetaB cleavage; 320,000 compounds, 0.41% hits;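 active means percent inhibition above the average of all tested compounds plus 3 SD, set per screening campaign, cut at about 16% in these data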;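 further: IDE supplied by intact live HEK cells; FP after avidin binding of uncleaved biotin substrate so inhibition keeps polarization high; 0% = DMSO wells and 100% = 60 µM reference IDE inhibitor Ii1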
CRFBP-R2 agonist = agonists of CRF-BP/CRF-R2 complex, primary screen, cell-based, HEK293, calcium dye fluorescence, uHTS; CRF-binding protein / CRF receptor 2 complex (human); calcium dye fluorescence (FLIPR); percent of saturating CRF peptide response; activation, % at 13.2 µM; 350,000 compounds, 0.46% hits; AID 588473, 2011;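 active means activation of at least 50%, plus an integration ratio under a set limit after plate pattern correction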;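 further: plate controls were neutral control wells without compound for no effect and CRF at EC100 for full effect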
CHRM4 PAM = human M4 muscarinic receptor positive allosteric modulators, primary screen, CHO-K1 cells, Fluo-8 calcium fluorescence | activation, % at 3 µM | CHO-K1 hM4/Gqi5, ACh EC20; 0% = ACh EC20, 100% = maximal ACh | 360,000 compounds, 0.4% hits | AID 624126, 2012;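 active means activation above its plate's cutoff, the mean activation of sample wells plus 3 SD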; further: some results filed as inactive read as strong as hits
M4 ag = human M4 muscarinic receptor agonists, primary screen, CHO-K1 cells, Fluo-8 calcium fluorescence; Muscarinic acetylcholine receptor M4 (Homo sapiens), P08173; activation, % at 3 µM; 360,000 compounds, 0.14% hits; CHO-K1 hM4/Gqi5; vehicle 0%, full acetylcholine response 100%;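 active means activation above the run mean over all test wells plus 3 SD, cut at about 32% in these data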;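 further: peak over basal fluorescence ratio per well then scaled between controls; 0% = DMSO wells and 100% = acetylcholine at EC100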
Active calls of the source: *; / = no result given. An unsorted share of the library (roughly 2.9% active in at least one column).

SMILES	CHRM5 PAM	CHRM4 antagonist	M5 antag	CRFR2-BP antag	CHRM5 agonist	IDE inh	CRFBP-R2 agonist	CHRM4 PAM	M4 ag
COc1ccc(-n2c(O)c(/C=N/NS(=O)(=O)c3cccc([N+](=O)[O-])c3)c3ccccc3c2=O)cc1OC	-4	-5	3	5	1	7	1.8	12	2
Cn1c(C(=O)OC(C(=O)NC2CCCCC2)c2ccccn2)cc2sccc21 (stereo unspecified)	-11	3	4	-53	-12	1	2.1	3	2
CC(=O)Nc1cccc(NC(=O)c2ccc(C(=O)Nc3cccc(NC(C)=O)c3)nc2)c1	-4	4	6	-22	-3	2	-0.1	0	1
CC1(C(=O)NCc2ccc(F)cc2)Oc2ccccc2NC1=O (stereo unspecified)	11	-9	-4	-6	-1	-3	-3.0	4	2
O=C1C=C(Nc2ccccc2)C(=O)c2ccccc21	-2	0	7	8	1	5	-2.6	-3	3
O=C(c1cc(COc2c(F)cccc2F)on1)N1CC[C@@H]2CCCC[C@H]2C1	2	-6	-7	8	-3	/	-0.4	2	-1
COc1cc2c(cc1OC)/C(=C/c1ccc(Br)cc1)C(=O)OC2	-5	-2	4	19	-2	-5	-3.2	-6	4
Cc1cc(C(=O)Nc2ccc([N+](=O)[O-])cn2)cs1	-3	3	16	-19	0	-2	-2.1	-1	0
CNC(=O)CSc1nnc(-c2cc(C)cc(C)c2)o1	-3	0	6	4	1	-1	-0.4	8	-1
Cn1ccnc1SCC(=O)c1c[nH]c2ccccc12	4	9	3	20	4	-1	-1.4	-7	0
CCOC(=O)c1ccc(NC(=O)C2CC(=O)N=C(N)S2)cc1 (stereo unspecified)	-6	-6	6	2	-2	2	0.6	10	2
CC1Oc2ccccc2N(CC(=O)NC2CCCC2)C1=O (stereo unspecified)	0	7	18	3	-5	-8	-1.5	-5	0
COc1cccc(CC(=O)Nc2cccc3ccccc23)c1	5	-3	0	36	-7	-1	-0.7	-3	2
C/C=C\C=C/C(=O)Nc1cccc(C2=NOC3(C2)C[C@@H](C(N)=O)N(C(=O)c2ccc(Cl)cc2)C3)c1 (stereo partly specified)	-4	18	12	6	2	1	-1.6	-5	2
O=[N+]([O-])c1ccc(N2CCCCC2)cc1N1CCOCC1	4	-9	-9	22	-2	-2	-2.3	5	1
Cc1csc(-c2nc3ccccc3n2C(C)c2nc3ccccc3[nH]2)c1 (stereo unspecified)	4	-2	-10	/	9	/	/	1	4
COc1ccccc1CNC(=O)CNC(=O)[C@@H]1Cc2ccccc2CN1	-4	3	9	20	-2	0	-1.1	-4	0
Cc1c(NC(=O)C2CCN(S(=O)(=O)c3ccc(Cl)cc3)CC2)c(=O)n(-c2ccccc2)n1C	-2	14	-7	5	-2	-3	1.4	-13	-1
Cc1ccc(F)c(NC=C2C(=O)OC(C)(C)OC2=O)c1	2	-6	-1	1	2	5	-0.7	29	0
COc1ccc2cc(/C=N/O)c(Cl)nc2c1	0	0	7	-3	-4	2	-0.6	-4	1
Cc1cc(C(=O)CN2C(=O)NC(C)(CC(C)C)C2=O)c(C)n1-c1ccc2c(c1)OCO2 (stereo unspecified)	-9	6	13	80*	-7	-4	-2.7	-5	3
CC(=O)Nc1nc(SCC(=O)Nc2nnc(C)s2)[nH]c(=O)c1NC(=O)c1cccs1	-1	-3	9	26	-2	-1	-2.2	1	0
COc1ccccc1CNC(=O)Cc1ccc(OC)c(OC)c1	6	2	1	6	2	1	0.8	10	1
CC(C)COC(=O)N1CCCCC1c1cc(C(=O)NCc2cccnc2)no1 (stereo unspecified)	-4	-2	10	/	-1	/	/	-1	1
O=C(CN1CCOCC1)Nc1ccc2c(c1)OC(F)(F)O2	4	4	-4	10	-3	-1	-0.6	6	1
Cc1cccc(NC(=O)C2C(C(=O)O)C3C=CC2C32CC2)c1C (stereo unspecified)	9	-6	-7	4	-1	-7	-2.9	15	2
N#Cc1c(N)nc(SCC(=O)NC2CCCCC2)c(C#N)c1-c1ccc(Cl)cc1	0	-12	-6	7	2	-2	0.9	3	1
Cc1ccc(C2(c3noc(CN(C)Cc4ccccn4)n3)CCCC2)cc1	-17	-2	10	-4	-9	-3	0.5	-9	7
COc1cc(NC(=O)c2ccno2)cc(C(=O)Nc2cccc(C(F)(F)F)c2)c1	-38	21	23	-1	10	5	-0.4	-13	28
COc1ccccc1C(=O)Nc1ccnn1C1CCN(Cc2cnn(C)c2)CC1	-3	-10	6	-2	-5	-7	-0.5	3	0
Cc1ccc(OCCCN2CCOCC2)cc1	2	3	13	-4	-4	1	-0.1	3	1
COc1ccc(S(=O)(=O)c2snnc2C)cc1	-6	0	11	9	-7	-4	-1.2	-2	1
Cc1ccc(CC(CC(=O)O)C(=O)NC2CCCCC2)cc1 (stereo unspecified)	-1	-2	-2	-2	0	9	-1.0	5	0
Cc1ccc(C)c(N2CCN(C(=O)Cn3c(=O)oc4cc(S(=O)(=O)N5CCCC5)ccc43)CC2)c1	-6	4	1	7	1	2	0.3	-2	1
CN(Cc1nc2ccccc2c(=O)[nH]1)Cc1cc(=O)oc2ccc3ccccc3c12	-5	9	15	-19	-1	3	-4.0	1	/
COc1cc(C(O)c2nc(-c3cncnc3)cs2)ccc1F (stereo unspecified)	2	3	1	/	1	/	/	1	3
O=C(CN1CCN(S(=O)(=O)c2ccccc2)CC1)Nc1ccccc1C(=O)NC1CC1	-19	-1	4	-4	4	5	-4.4	-2	14
COc1ccc(OC)c(C(=O)N/N=C/c2ccccn2)c1	5	-2	0	-2	2	-3	0.7	4	1
COc1ccc(/C(N)=N/OC(=O)C2CCCCC2)cc1	2	-7	-4	-4	-2	-2	-1.0	6	1
O=C(NCCN1CCOCC1)c1cccc(Cl)c1	0	-11	-1	2	1	6	-0.2	9	1
CCc1ccc(C(O)c2ncc(-c3ccc(C(F)(F)F)cc3)[nH]2)cc1 (stereo unspecified)	-1	-9	1	/	0	/	/	3	0
COc1ccc(C(=O)N2CCCc3ccccc32)cc1Br	1	12	6	-3	3	-3	-0.2	-7	0
CC(=O)N1CCN(c2ncnc3sc(-c4ccccc4)cc23)CC1	-1	5	-2	28	-3	12	-2.8	0	2
O=C(NCc1ccccn1)c1ccc2c(=O)n3nc(Nc4ccccc4)sc3nc2c1	11	0	-7	-7	-1	0	1.4	12	0
CCOC(=O)c1c(C)[nH]c(C)c1C(=O)COC(=O)c1nn(CC)c(=O)c2ccccc12	-2	-8	0	12	4	/	2.7	5	6
Cc1ccc2[nH]c(C(=O)N3CCCC(Nc4ccc(F)cc4)C3)cc2c1 (stereo unspecified)	4	1	-4	-36	-3	5	0.6	7	4
COC(=O)CCCNC(=O)c1ccc(OS(=O)(=O)c2cc([N+](=O)[O-])ccc2C)cc1	-4	-18	2	-6	1	-6	8.4	1	10
CC1CCN(c2ccc3nnc(CCC(=O)N4CCN(c5ccc(F)cc5)CC4)n3n2)CC1	-6	7	10	11	-9	-1	-1.3	-4	1
Cc1noc(C)c1-c1ccc(C(=O)Nc2cccc(C(F)(F)F)c2)c2occc12	-8	-3	-2	/	-3	/	/	-13	6
COCCn1nnnc1CN(Cc1cccnc1)Cc1cc2cc(OC)ccc2[nH]c1=O	0	4	0	13	-3	/	-1.2	-2	1
COc1cc(NC(=S)NC(=O)C(C)C)ccc1NC(=O)c1cc2ccccc2o1	5	4	-4	5	3	6	-0.3	-5	0
CNC(=O)c1ccccc1S(=O)c1ccccc1C#N (stereo unspecified)	0	5	5	-18	0	-1	0.8	-1	1
Cc1ccnc(NS(=O)(=O)c2ccc(NC(=O)/C=C/c3ccccc3)cc2)n1	3	1	3	-19	-2	-1	0.5	5	0
CN(Cc1ccccc1)C(=O)c1[nH]cnc1C(=O)Nc1ccc(Br)cc1F	-6	-4	15	-17	0	/	3.3	5	0
O=C(NC1CCCCC1)C(c1ccco1)N(C(=O)c1csnn1)c1cccc(Cl)c1 (stereo unspecified)	-3	-7	-5	-1	-2	5	-0.9	-2	0
Cc1ccc(C#N)c(SCc2cccc(Br)c2)n1	2	0	-7	-3	-6	0	2.7	-8	-1
CC(CN1CCCC1)OC(=O)COc1ccccc1 (stereo unspecified)	-3	-2	-1	-13	-2	4	-0.1	-4	0
O=C(N/N=C/c1ccccn1)NC12CC3CC(CC(C3)C1)C2	-5	10	6	-4	2	1	-1.0	-2	2
Cc1ccc(Cl)cc1NC(=O)C1CCCN1S(=O)(=O)c1ccc(-c2ccc(=O)[nH]n2)s1 (stereo unspecified)	-3	-24	-1	-14	-5	4	-1.3	5	3
O=C(CCl)Nc1ccc(Oc2cnc3ccccc3n2)cc1	2	0	-1	-10	-1	-6	2.6	6	1

Reprinted from the part before: 2 compounds, then new ones.
SMILES	CHRM5 PAM	CHRM4 antagonist	M5 antag	CRFR2-BP antag	CHRM5 agonist	IDE inh	CRFBP-R2 agonist	CHRM4 PAM	M4 ag
Cc1ccc(Cl)cc1NC(=O)C1CCCN1S(=O)(=O)c1ccc(-c2ccc(=O)[nH]n2)s1 (stereo unspecified)	-3	-24	-1	-14	-5	4	-1.3	5	3
O=C(CCl)Nc1ccc(Oc2cnc3ccccc3n2)cc1	2	0	-1	-10	-1	-6	2.6	6	1
Cc1ccc(/C=C(\C#N)C(=O)NC(C)C)o1	2	-2	9	0	1	0	-0.5	1	0
COc1ccc(C(C)(NC(C)=O)c2nc(-c3ccncc3)cs2)cc1 (stereo unspecified)	0	-6	3	/	-1	/	/	7	1
NC(=O)C1CCN(CC(=O)N2c3ccccc3CCc3ccccc32)CC1	-2	0	2	10	-2	-2	-1.6	5	0
NC(=O)C1CCCN(CC(=O)N2CCN(c3ccccc3)CC2)C1 (stereo unspecified)	-3	-1	9	-1	-3	1	0.1	6	/
CCN1C(=O)CC(NNC(=O)c2ccc(Cl)cc2)C1=O (stereo unspecified)	5	8	-2	10	1	3	-0.9	6	0
O=C(Nc1ccc(Cl)cc1F)C1CC1	-3	-7	10	-5	-3	4	-1.3	7	0
O=C(Nc1ccc([N+](=O)[O-])cc1)C(c1ccccc1)c1ccccc1	-15	-8	21	5	1	/	5.4	-9	14
CCCC1(CCC)NC(=O)NC1=O	4	-2	-1	-8	2	1	-1.8	11	0
O=C1CC(C(=O)NCCc2ccccc2)SC(=Nc2ccccc2)N1 (stereo unspecified)	2	-7	5	-5	-2	-1	-1.5	3	1
O=C(COC(=O)CN1C(=O)c2ccccc2C1=O)Nc1cccc(F)c1	0	-11	0	9	4	3	-0.6	5	4
O=C(c1cccc(N2C(=O)C3C4C=CC(C4)C3C2=O)c1)N1CCN(c2ccccc2)CC1 (stereo unspecified)	-3	-4	10	-1	4	11	-1.8	-6	5

Screening data from PubChem.
